Source: PubChem BioAssay
FBPA Giardia inh = inhibitors of Giardia lamblia fructose-1,6-bisphosphate aldolase | A8B2U2 | Potency, µM (top dose mostly 59.6 µM), without a hit: at the highest dose activity, negative = inhibition, actives largely listed as inhibitors | purified Giardia FBPA | AID 2451 | 290,000 tested, 0.71% active; active = well fitted inhibition curve with a large enough effect; inconclusive = small, poorly fitted or top-dose-only effect, or effect the other way; note: nearly all actives have a fitted effect of over 55% in size
Target sequence (A8B2U2 whole entry, looked up): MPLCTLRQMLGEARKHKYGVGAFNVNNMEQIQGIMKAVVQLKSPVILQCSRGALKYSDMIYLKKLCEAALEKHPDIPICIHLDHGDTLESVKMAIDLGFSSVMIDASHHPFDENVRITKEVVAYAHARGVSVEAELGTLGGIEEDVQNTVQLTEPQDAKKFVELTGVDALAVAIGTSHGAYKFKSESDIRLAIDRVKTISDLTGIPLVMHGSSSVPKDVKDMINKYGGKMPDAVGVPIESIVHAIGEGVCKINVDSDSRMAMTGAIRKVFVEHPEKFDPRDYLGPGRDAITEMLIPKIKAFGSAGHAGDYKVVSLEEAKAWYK
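40 nM FBPA preincubated 10 min at RT with compound (up to 57.5 uM final), then substrate plus GAPDH/TPI/NAD/arsenate coupling and diaphorase/resazurin added. Fluorescence read after 20 min at RT, 525/598 nm.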
* hit, by the source's call; u = inconclusive; & = joins results of further samples; [ ] = remark or other dose. % is set by controls: 0 for no effect and ±100 for the full control effect; potency is the fitted concentration of half-maximal effect. Not all compounds are listed, so the mix of outcomes need not match the whole.

SMILES	FBPA Giardia inh
COc1cccc(Nc2ncc3nc(-c4cc(F)cc(F)c4)c(=O)n(C4CC4)c3n2)c1	4%
CCCCn1c(=O)c2[nH]c(C34CC5CC(CC3C5)C4)nc2n(CCCO)c1=O	-6%
COc1ccccc1CNc1ncnc2ccc(-c3ccc(N(C)C)cc3)cc12	u
COC(=O)CNC(=O)C1(C)C=CC2(CCCCC2)N1C(C)=O (centres undefined)	-20%
C/C(=C\C1CCCCC1)C(NC(=O)c1cccnc1)c1ccc(-c2ccccc2)cc1 (centres undefined)	-3%
CC(C)=CCCC1(C)C=Cc2c(O)c3c(c(CC=C(C)C)c2O1)OC12C(=CCCC1C(C)(C)O[C@@]2(C/C=C(\C)C(=O)O)C(=O)O)C3=O (some centres undefined)	6%
Nc1nc2ncc(=O)[nH]c2c(=O)[nH]1	-26%
N#Cc1cccc(-c2ccc3ncnc(NCCN4CCOCC4)c3c2)c1	-1%
CC(=O)OC1CC(OC(C)=O)[C@]2(C)C(CC(=O)[C@]3(C)C2CC[C@@]2(C)C(c4ccoc4)OC(=O)C4O[C@@]423)C1(C)C (some centres undefined)	4%
C[C@@H](CN1c2ccccc2Sc2ccccc21)N(C)C	-8%[21.7 µM]
CCCCNc1nc(C)nc2c1nc(-c1ccccc1)n2CC1CCN(C)CC1	2%
COC(=O)c1ccc(C(NC(=O)OCc2ccccc2)/C(C)=C/[C@@H](C)C(=O)NCCc2c[nH]c3ccc(OC)cc23)cc1 (some centres undefined)	-2%
CC(=O)OCC1OC(C#Cc2ccccc2)C=CC1OC(C)=O (centres undefined)	-3%&0%[12.9 µM]
COc1ccccc1CNc1cc(-c2ccccc2C)ncn1	-4%
CCCCC/C=C\C/C=C\CCCCCCCC(=O)O[C@@H](CO)COC(=O)CCCCCCCCCCCCCCCCC	-9%
c1cc2cc(c1)C[n+]1ccc(c3ccccc31)NCc1ccc(cc1)CNc1cc[n+](c3ccccc13)C2	10%
CS(=O)(=O)c1ccc([C@H](O)[C@H](CF)NC(=O)C(Cl)Cl)cc1	1%[21.7 µM]
Nc1ccc(-c2ccc(N)c(N)c2)cc1N	-12%
O=C(c1cnccn1)N1CCC2(CCN(Cc3ccccc3)CC2)CC1	1%
CCN(c1ccccc1)c1cc(NC)[n+](C)c(C)n1	5%

Reprinted at random: five entries already listed.
SMILES	FBPA Giardia inh
N#Cc1cccc(-c2ccc3ncnc(NCCN4CCOCC4)c3c2)c1	-1%
c1cc2cc(c1)C[n+]1ccc(c3ccccc31)NCc1ccc(cc1)CNc1cc[n+](c3ccccc13)C2	10%
CCCCn1c(=O)c2[nH]c(C34CC5CC(CC3C5)C4)nc2n(CCCO)c1=O	-6%
COC(=O)CNC(=O)C1(C)C=CC2(CCCCC2)N1C(C)=O (centres undefined)	-20%
CCCCNc1nc(C)nc2c1nc(-c1ccccc1)n2CC1CCN(C)CC1	2%

Other compounds:
SMILES	FBPA Giardia inh
C[C@@H]1Nc2ccc(Cl)cc2S(=O)(=O)N1	-1%
C[C@]12CCC3C(C=CC4=CC(=O)CC[C@]43C)C1CC[C@]2(O)CCC(=O)O (some centres undefined)	17%
CC(C)CC(NC(=O)NC(CCC(=O)O)C(=O)O)C(=O)O (centres undefined)	1%
CC(=O)N[C@@H](CSC(=O)[C@]1([C@@H](O)C(C)C)NC(=O)[C@H](C)[C@@H]1O)C(=O)O	5%[12.9 µM]
COC(=O)c1ccc(C(NC(=O)OCc2ccccc2)/C(C)=C/[C@@H](C)C(=O)NCc2nn(-c3ccccc3)nc2C)cc1 (some centres undefined)	0%
CN(C(=O)Cc1ccccc1)[C@H](CN1CCCC1)c1ccccc1	-3%
Cc1cccc(CNc2ncncc2-c2ccc3c(c2)OCO3)c1	-7%
O=c1c(-c2ccc(F)cc2)nc2cnc(N3CCNCC3)nc2n1C1CC1	1%
O=c1c(-c2cccs2)nc2cnc(N3CCNCC3)nc2n1-c1ccccc1	-1%
O=C(c1cc(C(F)(F)F)cc(C(F)(F)F)c1)N1CCC2(CCCN(c3ccccn3)C2)CC1	1%
COC(=O)N1CCC2(CCN(Cc3ccc(C#N)cc3)CC2)CC1	2%
COC(=O)C1=C(C(=O)OC)[C@@H]2Nc3ccccc3[C@@]23C[C@@H](C(=O)OC)N(S(=O)(=O)c2ccc(Br)cc2)C3=N1	0%[12.9 µM]
C=CCC(Nc1ccc(OC)cc1)(C(=O)OCC)c1ccccc1 (centres undefined)	4%
NC(=O)NCC(N)C(=O)O (centres undefined)	-6%
CC(C)[C@@]1(NC(=O)[C@@H]2C[C@@H]3c4cccc5[nH]cc(c45)C[C@H]3N(C)C2)O[C@@]2(O)C3CCCN3C(=O)[C@H](Cc3ccccc3)N2C1=O (some centres undefined)	-8%
CSCC[C@H](NC(=O)[C@H](CC(C)C)N1CCC(NC(=O)[C@@H](NC(=O)[C@H](Cc2ccccc2)NC(=O)[C@H](CO)NC(=O)[C@H](CC(=O)O)NC(=O)[C@@H](N)CCCCN)C(C)C)C1=O)C(N)=O (some centres undefined)	-5%
CN1CCN(c2nc(-c3cccc(NS(C)(=O)=O)c3)nc3ccccc23)CC1	-8%
CN[C@H](CC(C)C)C(=O)N[C@H]1C(=O)N[C@@H](CC(N)=O)C(=O)N[C@H]2C(=O)N[C@H]3C(=O)N[C@H](C(=O)N[C@H](C(=O)O)c4cc(O)cc(O)c4-c4cc3ccc4O)[C@H](O)c3ccc(c(Cl)c3)Oc3cc2cc(c3O[C@@H]2O[C@H](CO)[C@@H](O)[C@H](O)[C@H]2O[C@H]2C[C@](C)(N)[C@H](O)[C@H](C)O2)Oc2ccc(cc2Cl)[C@H]1O	2%
CN(C)C(=O)c1ccc(-c2cc(-n3ccnc3)ncn2)cc1	-1%
CCOC(=O)C[C@@H](C(=O)OCC)[C@@H]1CCCCC1=O	-8%[12.9 µM]
Cc1nc2cnc(N3CCNCC3)nc2n(Cc2ccc(F)cc2)c1=O	-4%
C[C@@H]1COC(=O)O1	0%
CSc1ccc([C@H]2CN3CCC[C@H]3c3ccccc32)cc1	-3%
O=C(Oc1ccccc1)N1CCC[C@@]2(CCN(c3ccccc3)C2)C1	10%
CN=C(N)NCCCC(N)C(=O)O (centres undefined)	-3%
COc1cc([C@H]2c3cc4c(cc3[C@@H](O[C@H]3O[C@H]5CO[C@@H](C)O[C@H]5[C@@H](O)[C@@H]3O)[C@@H]3COC(=O)[C@H]23)OCO4)cc(OC)c1O	2%[21.7 µM]
CC1(O)/C=C\C=C(\CO)C2CC(C)(C)C2(O)CC1 (centres undefined)	5%
O=C(CCCCCN1C(=O)c2cccc3cccc(c23)C1=O)NO	-6%
CCc1c2c(nc3ccc(OC)cc13)OC(CC)C2 (centres undefined)	-3%
O=c1ccc2cc(O[C@H]3OC(CO)C(O)C(O)C3O)c(O)cc2o1 (some centres undefined)	-2%&5%
CCN(CC)CCC(c1cc(OC)c(OC)c(OC)c1)c1c(OC)cc(OC)c2c1OC(=O)CC2c1ccc(N(C)C)cc1 (centres undefined)	1%
O=C(O)COc1nc(Cl)c(Cl)cc1Cl	14%
CC1CCC(C(C)C)[C@H](O)C1 (some centres undefined)	7%
CN(C)CC[C@@H](c1ccccc1)c1ccccn1	-2%[21.7 µM]
O=C(N/N=C1/C[C@@H](O)[C@@H](O)[C@@H]2[C@@H]3C(=O)N(c4cccc(Oc5ccccc5)c4)C(=O)[C@H]3CC[C@@H]12)OCc1ccccc1	7%[12.9 µM]
COC(=O)[C@@]1(Cc2ccccc2)[C@H]2c3cc(C(=O)N(C)C)n(Cc4ccc(O)c(OC)c4)c3C[C@H]2CN1C(=O)c1ccccc1	-12%
O=c1c(-c2cccs2)nc2cnc(N3CCOCC3)nc2n1-c1ccccc1	3%
O=C(O)C(Oc1ccc2ccc(=O)oc2c1)c1ccccc1 (centres undefined)	1%
CC1(COc2ccc(CC3SC(=O)NC3=O)cc2)CCCCC1 (centres undefined)	7%
Cc1ccnc(N)c1	9%
COC(=O)c1cccc(C23CC4(C2)[C@H](CN(CC2CCCCC2)[C@@H]4c2ccccc2)C3c2ccc(Cl)nc2)c1 (some centres undefined)	1%
COc1ccc2c(c1)OCC(Cc1ccc(OC)c(OC)c1)C2=O (centres undefined)	0%
NC(=O)C(=O)O	-3%
CCCC1(C(=O)OC)C=C2C(=C(C(C)C)C(=O)C2C)CN1 (centres undefined)	-20%
CC(C)=NOC[C@@H](C)[C@H](OCc1ccccc1)C(C)C	-1%[12.9 µM]
C=CCOC(=O)NC(c1ccc(F)c(F)c1)C(C(=O)COC)C(=O)OC (centres undefined)	1%&0%
CC(C)CN1CCC2(CC1)CCN(C(=O)c1ccncc1)CC2	4%
CC(C)NC(=O)N1CCC2(CC1)CCN(C(=O)c1ccco1)CC2	7%
COc1cc2c(cc1O)-c1c(O)c(OC)cc3c1[C@H](C2)N(C)CC3	u
O=C1CC(c2ccc3c(c2)OCO3)c2cc(O)ccc2O1 (centres undefined)	-9%[89.2 µM]
Cn1nnnc1SCC1=C(C(=O)O)N2C(=O)C(NC(=O)C(O)c3ccccc3)C2SC1 (centres undefined)	u
COC(=O)c1ccc(C(NC(=O)OCc2ccccc2)/C(=C/[C@@H](C)C(=O)NCc2ccc(-c3ccccc3)cc2)c2cccnc2)cc1 (some centres undefined)	-1%
CC(C)C[C@@H](CC(=O)N[C@@H](CCC(=O)O)CC(=O)O)NC(=O)[C@@H]1CCCC[C@H]1NC(=O)C[C@@H](NC(=O)C[C@H](Cc1ccccc1)NC(=O)[C@@H]1CCCC[C@H]1N)C(C)C	-10%
N#CCCn1c(=O)c(-c2ccccc2)nc2cnc(OCc3ccccc3)nc21	-7%
CN(C)c1ccc(-c2nc(NCc3cccnc3)c3ccccc3n2)cc1	-11%
COC(=O)N(/C=C/c1ccc(OC)cc1)CCc1ccc(OC)c(OC)c1	-1%[12.9 µM]
O=C(c1csnn1)N1CCC[C@@]2(CCN(Cc3ccncc3)C2)C1	5%
c1ccc(-c2nn[nH]n2)c(Nc2cccc3c2CCCC3)c1	19%
Cc1noc(C)c1-c1nc(NCc2cccnc2)c2ccccc2n1	-1%
COc1ccccc1CNc1ncncc1-c1cccc(C#N)c1	-4%

A different layout for some results above.
> Cn1nnnc1SCC1=C(C(=O)O)N2C(=O)C(NC(=O)C(O)c3ccccc3)C2SC1 (centres undefined)
  FBPA Giardia inh: u

> COC(=O)c1ccc(C(NC(=O)OCc2ccccc2)/C(=C/[C@@H](C)C(=O)NCc2ccc(-c3ccccc3)cc2)c2cccnc2)cc1 (some centres undefined)
  FBPA Giardia inh: -1%

> CC(C)C[C@@H](CC(=O)N[C@@H](CCC(=O)O)CC(=O)O)NC(=O)[C@@H]1CCCC[C@H]1NC(=O)C[C@@H](NC(=O)C[C@H](Cc1ccccc1)NC(=O)[C@@H]1CCCC[C@H]1N)C(C)C
  FBPA Giardia inh: -10%

The listing continues.
SMILES	FBPA Giardia inh
CN(C)C(=O)c1ccc(-c2ccc3ncnc(NC4CCNCC4)c3c2)cc1	2%
O=C1C(Cl)=C(Cl)C(=O)C(Cl)=C1Cl	0.56µM*
NC1CCCC[C@H]1N (some centres undefined)	-10%&-1%
CCCCC/C=C\C/C=C\CCCCCCCC(=O)NCC(=O)O	15%
COc1ccc2c(c1)C13CCCCC1C(C2)N(C)CC3 (centres undefined)	-4%
CC(C)CN1CCC2(CC1)CCN(C(=O)c1csnn1)CC2	u
COc1ccc(C2/C=C\CN([S+](=O)([O-])c3ccc4ccccc4c3)C(C)C(=O)N2Cc2ccc(F)cc2)cc1 (centres undefined)	-3%
CCCC[C@@H]1CCCO[C@@](C(=O)NCCN2CCOCC2)(C(F)(F)F)C1	0%
CCOC(=O)C(c1ccc(OC)c(OC)c1)C1c2ccccc2C=C(C)N1C(=O)OC (centres undefined)	5%[12.9 µM]
N#Cc1ccc(CN2CCC3(CC2)CCN(C(=O)c2ccco2)CC3)cc1	-1%
CCCCCCCCCCCCC/C=C/[C@@H](O)[C@H](CO)NCCCCCCCC	-6%
C=C1CC23C[C@H]4[C@@H]5[C@@]6(C)C[C@H](OC(=O)c7ccccc7)[C@@H](OC(C)=O)[C@]57[C@@H]2[C@@H](OC(C)=O)[C@H]1[C@@H](O)[C@H]3[C@H]7N4C6	-1%[21.7 µM]
O=c1c(-c2cc(F)cc(F)c2)nc2cncnc2n1Cc1ccccc1Cl	4%
C[C@@H]1C(=O)N(S(=O)(=O)c2ccc([N+](=O)[O-])cc2)[C@H]1c1ccc(F)cc1	21%
N[C@@H](Cn1ccc(=O)n(Cc2ccc(C(=O)O)cc2)c1=O)C(=O)O	-9%
N=C(N)SCCc1ccc(OCc2ccc([N+](=O)[O-])cc2)cc1	3%
O=C(c1csnn1)N1CCC2(CC1)CN(Cc1ccncc1)C2	6%
CC(C)(O)C1CC[C@@]2(C)C3CCC4[C@@]5(C)CCCC(C)(C)C5C(O)C[C@]4(C)[C@]3(C)CC[C@@H]12 (some centres undefined)	-1%
O=S(=O)(c1ccccc1)N1CCC2(CCCN(c3ncccn3)C2)CC1	0%
CCC/C=C(\CCC)C(NC(=O)c1cccs1)c1ccc(C(=O)OC)cc1 (centres undefined)	0%
CCOC(=O)[C@H](CCc1ccccc1)N[C@@H](C)C(=O)N1[C@H](C(=O)O)C[C@H]2CCCC[C@@H]21	2%

Exported as labelled records: 4 of the compounds above
CCOC(=O)C(c1ccc(OC)c(OC)c1)C1c2ccccc2C=C(C)N1C(=O)OC (centres undefined)
  FBPA Giardia inh: 5%[12.9 µM]

N#Cc1ccc(CN2CCC3(CC2)CCN(C(=O)c2ccco2)CC3)cc1
  FBPA Giardia inh: -1%

CCCCCCCCCCCCC/C=C/[C@@H](O)[C@H](CO)NCCCCCCCC
  FBPA Giardia inh: -6%

C=C1CC23C[C@H]4[C@@H]5[C@@]6(C)C[C@H](OC(=O)c7ccccc7)[C@@H](OC(C)=O)[C@]57[C@@H]2[C@@H](OC(C)=O)[C@H]1[C@@H](O)[C@H]3[C@H]7N4C6
  FBPA Giardia inh: -1%[21.7 µM]
